High-throughput results as filed in PubChem.
Growth percent in the NCI-60 one-dose screen (48 h, 10 µM unless noted): 100 = growth as untreated, 0 = no growth, -100 = all killed.
MDA-MB-231: MDA-MB-231 breast cancer; 5% of 81,000 active
SR: SR leukemia cells; 8.7% of 73,000 active; AID 1794780
MDA-MB-468: MDA-MB-468 breast cancer; 8.5% of 78,000 active
K-562: K-562 leukemia; 7.4% of 78,000 active; AID 1794777
HS 578T: HS 578T breast cancer | 4.1% of 78,000 active
T-47D: T-47D breast cancer; AID 1794792; 5% of 79,000 active
BT-549: BT-549 breast cancer; 4.4% of 78,000 active
MCF7: MCF7 breast cancer; AID 1794796; 6.3% of 82,000 active
An asterisk follows results filed as active; / = no result given; & = joins results of further samples; [ ] = remark or other dose. The calls were made as follows: active = growth percent below 10; inactive = the rest.

SMILES	MDA-MB-231	SR	MDA-MB-468	K-562	HS 578T	T-47D	BT-549	MCF7
CN(C)c1ccc(C=O)cc1	109	90	99	95	101	101	104	93
Cc1cc2nc3c4ccc(Br)cc4n(CCN(C)C)c3nc2cc1C	15	-2.6*	-6.7*	4.1*	54	22	58	0.5*
CCCCOC(=O)c1ccccc1C(=O)c1ccccc1	109	68	109	107	/	93	96	106
O=C(CN1CCCCC1)NNc1ncnc2ccccc12	99	115	111	101	102	94	114	95
Oc1c(Cl)cc(Cl)c(Cl)c1Cl	103	108	110	113	105	103	123	99
c1ccc(Nc2ccccn2)cc1	97	80	111	89	106	101	99	/
O=C1N(Nc2ccccc2)C(=Nc2ccccc2)SC12C(c1ccc([N+](=O)[O-])cc1)CN(C1CCCCC1)C21C(=O)Nc2ccccc21 (configuration not stated)	57	61	83	51	95	43	98	55
COc1cc(C(=O)NCc2ccccc2OCCN(C)C)cc(OC)c1OC	101	95	104	99	101	103	/	91
O=C(CCCn1c2c(sc3ccccc32)c(=O)n2nnc(-c3ccccc3)c12)NCCc1cnc[nH]1	-47*	55	-91*	79	23	-25*	72	-100*
C=C(C)[C@@H]1CC[C@]2(C(N)=O)CC[C@]3(C)[C@H](CC[C@@H]4[C@@]5(C)CCC(=O)C(C)(C)[C@@H]5CC[C@]43C)[C@@H]12	71	49	65	40	81	49	94	44
COc1cc(/C=N/NC(=S)Nc2ccccc2)ccc1O	79	90	110	106	97	67	94	79
COC(=O)c1c(NC(=O)CSc2nnnn2-c2ccc(OC)cc2)sc(C)c1C	76	/	/	82	32	92	100	86
O=C(c1ccccc1)C(O)(c1ccccc1)c1ccccc1	107	100	127	107	97	96	108	108
CN(Cc1ccccc1)c1nc(Cl)c(C2CC(c3ccc(F)cc3)=NN2C=O)s1 (configuration not stated)	97	92	78	78	98	86	113	87
O=S(=O)(NCCCNc1cc(-c2cn(-c3ccccc3)nc2-c2cccc(O)c2)ccn1)c1ccc(C(F)(F)F)cc1	4.7*	8.0*	3.0*	3.4*	23	35	42	22
CCCCNCC(=O)Nc1cc(NC(=O)CNCCCC)c(C)c(NC(=O)CNCCCC)c1	93	87	104	88	93	106	102	104
CCOC(=O)CCCCN1C(=O)S/C(=C\c2ccc(Cl)cc2)C1=O	100	95	102	112	103	100	109	94
COc1cc(C=Nc2oc(-c3ccccc3)c(-c3ccccc3)c2C#N)cc(CN2CCCCC2)c1O	106	/	96	102	96	87	111	94
C=CCNC(=S)NN(C)C	106	114	103	95	96	119	98	120
CNc1ccc2c(c1)c1ccccc1n2C	99	94	102	105	118	91	106	98
N#C/C(=C\c1cccc2cnccc12)n1nc2cccc(F)c2n1	74	52	91	75	84	63	98	47
COc1ccc(Nc2ncnc3c2sc2nc(C)cc(C)c23)cc1	102	/	95	101	93	90	104	80
CC1=CC(OC(=O)C(C)(O)CCC(C)(C(=O)OC2(C(C)C)CCCC3(C)OC32)C(C)C)C(C(C)C)CC1 (configuration not stated)	105	85	97	104	94	95	116	93
ClC1=C(Cl)C2(Cl)C3(Cl)C(Cl)=C(Cl)C(Cl)(C34OCCO4)C2(Cl)C12OCCO2 (configuration not stated)	98	98	/	82	105	90	117	94
COC(=O)Nc1ccc2ccc3c(NC(=O)OC)ccc4ccc1c2c43 (tested in a mixture with another compound)	54	24	41	25	/	50	63	31
Cc1cccc2cc(C3CNC(=O)c4ccccc4N3)c(=O)[nH]c12 (configuration not stated)	110	110	107	118	105	93	112	99
O=[N+]([O-])c1ccc(C=C2C(Cl)=C(Cl)C(Cl)=C2Cl)cc1	75	-1.4*	48	7.3*	-13*	48	98	35
O=C(O)C(=C/C=C/c1ccccc1)C(=O)O	104	103	104	/	119	99	/	99
Cc1ccccc1OC(=O)c1ccccc1Cl	102	121	101	98	101	84	105	102
O=C1CCc2cc(Nc3nc(NCCCO)nc4ccsc34)ccc2N1	88	85	60	94	90	71	102	82
O=NN(CCCl)C(=O)NCc1ccc(-c2ccc(CNC(=O)N(CCCl)N=O)cc2)cc1	124	-5.1*	101	84	116	101	87	96
O=C1OCCN1/N=C\c1ccccc1	92	104	/	99	97	87	111	95
CC1SC2(CCC(c3ccccc3)CC2)N(NC(=O)Cc2ccccc2Nc2c(Cl)cccc2Cl)C1=O (configuration not stated)	99	106	100	109	107	94	95	86
NC(N)=NC(=S)Nc1ccc(Cl)cc1	101	96	94	97	116	88	96	96
NC(=O)c1cccc([C@@H]2O[C@H](CO)[C@@H](O)[C@H]2O)c1	56	84	88	27	5.5*	86	91	62
C1=C\c2ccc(c(-c3nnc(Nc4cccnc4)o3)c2)/C=C\c2ccc/1cc2	104	101	94	90	102	99	91	87
O=C(Nc1cnc2ccccc2c1)c1cc(C(=O)c2ccc(Br)cc2)n2ccccc12	84	78	92	74	74	82	113	71
CCc1c(C(=O)NC2c3cc(Cl)ccc3CCC2O)[nH]c(C)c1C(C)=O (configuration not stated)	64	32	75	32	74	90	72	50
O=[N+]([O-])c1cc(F)ccc1O	94	105	108	107	101	102	102	101
O=C(c1cccc(Cl)c1Cl)N1CCN(c2ccnc3cc(Cl)ccc23)CC1	93	122	69	70	102	50	90	82
CCOC(=O)c1c(C)c2c(n1Cc1ccccc1)CSc1cc(C(=O)c3ccccc3)c(=O)[nH]c1-2	87[100 µM]	70[100 µM]	75[100 µM]	78[100 µM]	70[100 µM]	47[100 µM]	29[100 µM]	80[100 µM]
Oc1c(C=C2N=c3ccccc3=N2)sc(=S)n1N1CCOCC1	88	95	112	93	92	94	88	92
Cc1ccc(-n2nc(C(N)=O)c(N3CCCC3)n2)cc1	105	96	103	93	103	90	87	89
COc1ccc(-c2nc3sccn3c2-c2nc3ccc(Cl)cc3[nH]2)cc1	101	99	/	104	92	92	97	83
COc1ccc(/C=N/NC2=NC3C(S2)N(C)C(=O)N3C)cc1 (configuration not stated)	45	6.6*	-8.9*	9.6*	0.3*	27	66	15
CCCC(C(=O)OCCN1CCCC12CCCCC2)C1CCCC1 (configuration not stated)	105	85	97	89	108	76	92	91
CC(=O)c1cc(C(=O)N2c3ccccc3Sc3ccccc32)c2c(C)cccn12	93	89	99	93	107	76	114	89
COC(=O)[C@@H](Cc1ccc(O)cc1)n1cc(COC(=O)c2cccc3c(=O)c4ccccc4[nH]c23)nn1	93	107	83	81	94	102	86	86
CCN(CC)CCCNc1c2c(nc3c(Cl)cccc13)CCCC2	83	98	107	96	96	100	101	93
O=C(O)c1cc(O)c(O)c(O)c1	100&107	/	115&111	107&99	115&125	111&106	113&98	98&118
CN(C)c1cccc2c(S(=O)(=O)Nc3cccc(-c4csc(NC(=O)CCCCCN5CCN(c6cccc7c6C(=O)N(C6CCC(=O)NC6=O)C7=O)CC5)n4)c3)cccc12 (configuration not stated)	111	/	103	/	98	116	126	81
CCn1c(SC)nnc1-c1cc2c([nH]c3ccccc32)c(-c2cccc(O)c2)n1	23	/	-13*	/	12	11	29	14
COc1ccc(-n2nc3c(c2-c2ccc(OC)c(OC)c2)-c2oncc2CC3)cc1	80	/	90	/	/	71	77	81
CCOc1ccc(-c2ccccc2)cc1	127	94	124	101	/	108	/	101
CCOC(=O)c1ccc(OCc2cn(Cc3c(C)c(Cn4cc(COc5ccc(C(=O)OCC)cc5)nn4)c(C)c(Cn4cc(COc5ccc(C(=O)OCC)cc5)nn4)c3C)nn2)cc1	92	105	99	99	86	68	85	86
COc1cc(C2C3=C(COC3=O)N(CCO)c3cc4c(cc32)CCC4)cc(OC)c1O (configuration not stated)	18	33	-22*	15	32	46	-7.3*	/
CCCCc1nc(Cl)c(C2CC(C3C(=O)N(C)C(=O)N(C)C3=O)=NN2C(C)=O)[nH]1 (configuration not stated)	109	89	104	93	96	91	100	100
Cc1ccc(-c2c(O)c3cc(C)c(C)cc3c3oc(=O)sc23)cc1	77	76	/	81	79	67	95	74
CCCCCCCCOC(=O)c1cc(Cl)c(O)c(OC)c1	94	93	74	101	96	70	115	47
Cc1ccc(NC(=O)/C=N/O)cc1C	96	87	62	96	96	76	92	62

The results go on:
SMILES	MDA-MB-231	SR	MDA-MB-468	K-562	HS 578T	T-47D	BT-549	MCF7
Cc1[nH]nc2c1C(c1cnn(C)c1)C(C#N)=C(N)O2 (configuration not stated)	117	89	92	94	104	96	102	98
CC(C)(C)c1nn(-c2ccccc2)c2c1COCN2Cc1cccnc1	91	81	101	67	93	80	147	92
CN1C(=O)C(C(=O)/C=C/c2ccc3c(c2)OCO3)C(=O)N(C)C1=O	86	53	38	74	/	64	56	52
CCOc1cc2c(cc1CC(Br)CBr)OCO2 (configuration not stated)	100	88	99	100	91	/	84	92
CCOC(=O)CSc1nc2c(c(=O)n(C)c(=O)n2C)n1CC	101	107	97	117	89	104	100	99
CCCC/C(=C\c1ccc(O)c(O)c1)C(=O)NC(Cc1ccccc1)C(=O)C(=O)NCCc1ccc(OC)cc1 (configuration not stated)	92	105	93	91	92	95	84	95
O=CC(O)C(O)C(O)CO (configuration not stated)	125&92	90&109	102&104	99&114	106&98	96&109	104	95&97
O=C(c1ccccc1)N(CCN1CCOCC1)C(=O)c1ccccc1	111	106	95	99	107	104	108	90
CCCC/C=N/NC(=S)NCc1ccccc1	99	95	93	92	95	88	102	88
COc1ccccc1N=Nc1c(S(=O)(=O)O)cc2cc(S(=O)(=O)O)cc(NC(C)=O)c2c1O	105	88	104	86	100	111	111	100
CC1CCN(C(C(=O)c2ccccc2)c2ccccc2)CC1 (configuration not stated)	118	107	109	114	104	70	87	107
N#Cc1c(-c2ccccc2)nc2c(c(-c3ccccc3)nn2-c2ccccc2)c1-c1ccc(N2CCOCC2)cc1	97	24	81	-20*	104	97	100	58
COc1ccc(/C(CSc2nc3c([nH]2)c(=O)n(C)c(=O)n3C)=N\O)cc1	110	85	93	93	107	101	108	91
N#Cc1c(-c2ccc(Cl)cc2)nc(SCCCCC(=O)NO)[nH]c1=O	106	113	92	107	119	99	112	92
Cc1ccc(N2C(=O)CC(Sc3ccccc3N)C2=O)cc1Cl (configuration not stated)	98	73	103	87	96	97	101	88
CCCCCCCCCCCCCCCCO	101	97	93	105	105	114	113	102
O=C(Cc1ccccc1)NCc1ccccc1	97	102	98	94	97	103	127	99
CNCCCOc1c(Br)cc(CCNC(=O)/C(Cc2ccc(OC)c(Br)c2)=N/O)cc1Br	27	-31*	48	-22*	38	55	57	19
Cc1cc(NS(=O)(=O)c2ccc(-c3cnc(C4CC4)o3)cc2)ccc1I	41	33	4.0*	12	40	32	36	25
O=C(O)C1(NO)CCCCC1	119	84	110	81	106	103	93	104

16 compounds out of the list, arranged by number of heavy atoms, low to high:
SMILES	MDA-MB-231	SR	MDA-MB-468	K-562	HS 578T	T-47D	BT-549	MCF7
O=C(O)C1(NO)CCCCC1	119	84	110	81	106	103	93	104
Cc1ccc(NC(=O)/C=N/O)cc1C	96	87	62	96	96	76	92	62
CCOc1ccc(-c2ccccc2)cc1	127	94	124	101	/	108	/	101
CCCC/C=N/NC(=S)NCc1ccccc1	99	95	93	92	95	88	102	88
Cc1ccc(-n2nc(C(N)=O)c(N3CCCC3)n2)cc1	105	96	103	93	103	90	87	89
O=C(CN1CCCCC1)NNc1ncnc2ccccc12	99	115	111	101	102	94	114	95
CC1CCN(C(C(=O)c2ccccc2)c2ccccc2)CC1 (configuration not stated)	118	107	109	114	104	70	87	107
Cc1ccc(N2C(=O)CC(Sc3ccccc3N)C2=O)cc1Cl (configuration not stated)	98	73	103	87	96	97	101	88
COc1ccc(Nc2ncnc3c2sc2nc(C)cc(C)c23)cc1	102	/	95	101	93	90	104	80
O=C1CCc2cc(Nc3nc(NCCCO)nc4ccsc34)ccc2N1	88	85	60	94	90	71	102	82
O=C(c1cccc(Cl)c1Cl)N1CCN(c2ccnc3cc(Cl)ccc23)CC1	93	122	69	70	102	50	90	82
COc1ccccc1N=Nc1c(S(=O)(=O)O)cc2cc(S(=O)(=O)O)cc(NC(C)=O)c2c1O	105	88	104	86	100	111	111	100
CCCCNCC(=O)Nc1cc(NC(=O)CNCCCC)c(C)c(NC(=O)CNCCCC)c1	93	87	104	88	93	106	102	104
CCOC(=O)c1c(C)c2c(n1Cc1ccccc1)CSc1cc(C(=O)c3ccccc3)c(=O)[nH]c1-2	87[100 µM]	70[100 µM]	75[100 µM]	78[100 µM]	70[100 µM]	47[100 µM]	29[100 µM]	80[100 µM]
COC(=O)[C@@H](Cc1ccc(O)cc1)n1cc(COC(=O)c2cccc3c(=O)c4ccccc4[nH]c23)nn1	93	107	83	81	94	102	86	86
O=C1N(Nc2ccccc2)C(=Nc2ccccc2)SC12C(c1ccc([N+](=O)[O-])cc1)CN(C1CCCCC1)C21C(=O)Nc2ccccc21 (configuration not stated)	57	61	83	51	95	43	98	55

Remaining list, next part
SMILES	MDA-MB-231	SR	MDA-MB-468	K-562	HS 578T	T-47D	BT-549	MCF7
C#CCOc1ccc(C(Nc2ccccc2F)c2nnnn2C2CCCCC2)cc1 (configuration not stated)	82	/	85	85	90	80	85	92
CCOC(=O)NC1C2CC3C(C2)C31 (configuration not stated)	95	89	108	100	101	100	103	103
CSCc1nc2ccccc2c(C)[n+]1[O-]	112	92	97	100	101	93	97	97
CC1=CC(C)(C)Nc2ccc(Cc3ccc4c(c3)C(C)=CC(C)(C)N4)cc21	86	/	-12*	114	103	76	80	84
CS(=O)(=O)Nc1ccc(CNC(=O)c2ccsc2Nc2ccnc(C(F)(F)F)c2)cc1	105	/	92	93	118	87	98	99
CC(=O)C(CCC(=O)O)(CCC(=O)O)c1ccccc1	110	/	106	100	106	101	110	99
Clc1nc(OCc2cn(Cc3ccccc3)nn2)nc(N2CCCC2)n1	103	87	101	84	102	93	103	89
CCC1(C)C(=O)N(Br)C(=O)N1Br (configuration not stated)	118	97	/	94	111	99	101	99
O=C1CSC(c2cn(-c3ccccc3)nc2-c2ccc([N+](=O)[O-])cc2)N1c1ccccc1 (configuration not stated)	102	93	100	109	104	100	113	88
C[C@]12CC[C@H]3[C@@H](CCC4=CC(=O)CC[C@@]43C)[C@@H]1CC[C@@H]2COS(=O)(=O)c1ccc(Br)cc1	98	35	48	49	95	65	74	60
